# From PubChem
# BAP1 inh – inhibitors of BAP1 deubiquitinase, primary screen, biochemical, Ub-AMC fluorescence, kinetic; Ubiquitin carboxyl-terminal hydrolase BAP1 (Homo sapiens), Q92560; recombinant BAP1, Ub-AMC hydrolysis fluorescence kinetic; hits give low values; activity remaining (% of control), % at 20 µM; hit rate 0.48% among 72,000;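 active = activity remaining at or below 50% of control, provided the compound also passes the data quality filters; inactive = the rest, including low values that fail the filters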;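 also: 100% = DMSO wells rate and 0% = substrate alone blank rate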
# Target sequence (Q92560 whole entry, looked up): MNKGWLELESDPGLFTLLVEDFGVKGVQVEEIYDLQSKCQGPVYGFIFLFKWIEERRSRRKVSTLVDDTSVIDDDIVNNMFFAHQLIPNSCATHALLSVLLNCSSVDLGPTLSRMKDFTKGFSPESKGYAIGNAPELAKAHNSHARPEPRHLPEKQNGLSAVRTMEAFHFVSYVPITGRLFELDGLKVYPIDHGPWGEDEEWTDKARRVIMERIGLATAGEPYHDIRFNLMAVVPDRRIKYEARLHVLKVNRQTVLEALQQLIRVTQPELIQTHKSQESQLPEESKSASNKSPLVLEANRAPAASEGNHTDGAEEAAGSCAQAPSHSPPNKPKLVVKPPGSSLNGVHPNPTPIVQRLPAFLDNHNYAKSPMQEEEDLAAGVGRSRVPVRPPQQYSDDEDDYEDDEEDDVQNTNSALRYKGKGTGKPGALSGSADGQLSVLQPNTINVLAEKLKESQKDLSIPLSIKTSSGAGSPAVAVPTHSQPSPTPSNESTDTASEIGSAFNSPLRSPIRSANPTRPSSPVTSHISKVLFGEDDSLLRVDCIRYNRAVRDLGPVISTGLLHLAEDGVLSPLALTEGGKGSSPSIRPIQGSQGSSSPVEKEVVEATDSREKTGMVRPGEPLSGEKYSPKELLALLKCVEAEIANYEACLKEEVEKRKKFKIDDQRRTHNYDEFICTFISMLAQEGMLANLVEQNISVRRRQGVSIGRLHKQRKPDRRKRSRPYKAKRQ
# HePTP inhibitor – inhibitors of human HePTP phosphatase, primary screen, biochemical, absorbance, leukemia target; Tyrosine-protein phosphatase non-receptor type 7 (Homo sapiens), P35236; recombinant HePTP phosphatase activity, OD absorbance; inhibition, % at 20 µM; hit rate 0.64% among 110,000; AID 521, 2006; in the data active = inhibition above about 50%;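 also: plate controls were vehicle for no effect and reference inhibitor for full effect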
# Target sequence (P35236 whole entry, looked up): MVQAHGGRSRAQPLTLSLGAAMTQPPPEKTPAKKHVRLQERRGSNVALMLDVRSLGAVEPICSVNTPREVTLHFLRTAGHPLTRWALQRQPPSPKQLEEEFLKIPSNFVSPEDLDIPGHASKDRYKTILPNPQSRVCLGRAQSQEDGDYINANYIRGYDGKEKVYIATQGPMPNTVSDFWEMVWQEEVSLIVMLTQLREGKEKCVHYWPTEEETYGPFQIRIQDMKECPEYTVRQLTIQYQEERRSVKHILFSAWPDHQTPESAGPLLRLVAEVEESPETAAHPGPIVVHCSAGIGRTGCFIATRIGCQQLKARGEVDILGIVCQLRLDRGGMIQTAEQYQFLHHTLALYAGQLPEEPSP
# * hit, by the source's call; · = not tested or not shown; & = joins results of further samples.
SMILES,BAP1 inh,HePTP inhibitor
COC(=O)c1cc(S(=O)(=O)N2CCOCC2)ccc1Cl,·,-0.5
Cc1ccc(-c2ccc(/C=C3/SC(=S)NC3=O)o2)cc1Cl,·,8.2
CCOc1cc2c(cc1C(C)(C)C)NC(=O)CS2,98.6,-1.4
CCS(=O)(=O)N1CCC(C(=O)NCCCN2CCC(Cc3ccccc3)CC2)CC1,96.0,3.7
CC(C)CCNC(=O)CCCn1c(=O)[nH]c2ccc(Br)cc2c1=O,·,10.6
CC(C)n1c(-c2ccc(N(C)C)cc2)nc2ccccc21,780.5,-1.9
COc1cccc(NC(=O)NCCCN2CCN(c3ccc(F)cc3)CC2)c1,93.4,7.9
CCN(CC)S(=O)(=O)c1ccc(NC(=O)CN(c2cccc(F)c2)S(C)(=O)=O)cc1,123.9,4.7
c1ccc(N(c2ccccc2)c2nc(N3CCCC3)nc(-n3ccnc3)n2)cc1,115.8,4.7
O=C(CSc1nnnn1-c1ccccc1)N1CCN(C(=O)c2ccco2)CC1,134.9,11.1
Cc1ccc(-c2[nH]c(=O)n3ccncc23)s1,61.9,0.9
COc1ccc(CCNc2oc(COc3ccc(F)cc3)nc2C#N)cc1,89.2,0.5
Cc1ccccc1CN1C(=O)C(O)(CC(=O)c2ccncc2)c2ccccc21 (stereo unspecified),101.2,3.7
COC(=O)C1=CN(C(C)C)C=C(C(=O)OC)C1c1cc2c(cc1Br)OCO2,141.0,-1.5
CC(=O)Oc1ccccc1N1C(=O)c2ccc(C(=O)O)cc2C1=O,94.9,6.9
CCOc1ccc(NC(=S)NC(NC(=O)c2ccccc2)C(Cl)(Cl)Cl)cc1 (stereo unspecified),·,-2.4
O=C(NN1C(=O)/C(=C/c2cccnc2)SC1=S)C(c1ccccc1)c1ccccc1,·,-2.4
CCOc1ccc(N2C(=O)NC(=O)/C(=C\c3ccc(N(CC)CC)cc3OC)C2=O)cc1,·,-11.9
S=c1oc(-c2ccncc2)nn1CCc1ccncc1,80.3,4.5
Cc1ccc(S(=O)(=O)N(CC(C)C)CC(C)C)cc1,·,13.7
CCNC(=O)NC(C(=O)OC)C12CC3CC(CC(C3)C1)C2 (stereo unspecified),101.1,7.4&-14.6
C/C(Cl)=C\CNC(C)c1ccccc1 (stereo unspecified),106.5,10.9
CC(C)(C)N1C(=O)NC(=O)C(=Cc2ccc([N+](=O)[O-])s2)C1=O,·,0.0
COCCCNC(=O)CCCn1c(=O)c2ccccc2n(CC(=O)Nc2c(C)cc(C)cc2C)c1=O,103.7,-6.9

# Reprinted at random: 7 entries already listed, in no set order.
SMILES,BAP1 inh,HePTP inhibitor
S=c1oc(-c2ccncc2)nn1CCc1ccncc1,80.3,4.5
O=C(NN1C(=O)/C(=C/c2cccnc2)SC1=S)C(c1ccccc1)c1ccccc1,·,-2.4
CCOc1ccc(N2C(=O)NC(=O)/C(=C\c3ccc(N(CC)CC)cc3OC)C2=O)cc1,·,-11.9
COCCCNC(=O)CCCn1c(=O)c2ccccc2n(CC(=O)Nc2c(C)cc(C)cc2C)c1=O,103.7,-6.9
CC(C)(C)N1C(=O)NC(=O)C(=Cc2ccc([N+](=O)[O-])s2)C1=O,·,0.0
Cc1ccc(S(=O)(=O)N(CC(C)C)CC(C)C)cc1,·,13.7
CC(=O)Oc1ccccc1N1C(=O)c2ccc(C(=O)O)cc2C1=O,94.9,6.9

# The list goes on:
SMILES,BAP1 inh,HePTP inhibitor
CCOc1ccccc1NC(=O)c1c(NC(=O)c2ccc(C)cc2)sc2c1CCCC2,·,5.3
COc1cccc(C(=O)Oc2ccc(N3C(=O)C4CCCCC4C3=O)cc2)c1 (stereo unspecified),63.9,·
CC1(C)CC(=O)C2=C(C1)NC1=C(C(=O)c3ccccc31)C2c1ccc(OC(=O)c2sc3ccccc3c2Cl)cc1 (stereo unspecified),·,0.2
Cc1c(C(=O)NC(C)C)oc2c1-c1[nH]ncc1CC2,76.2,3.3
COC(=O)COc1ccc(C(=O)OC)cc1,127.9,5.7
N#CC(C#N)=Cc1ccc(-c2ccc(S(N)(=O)=O)cc2)o1,·,-13.6
COc1ccc(OCC(O)COc2ccc(C(=O)O)cc2)cc1 (stereo unspecified),104.5,8.2&4.6
O=C(COC(=O)c1ccccn1)Nc1nccs1,107.3,1.4
O=c1cc(O)c2c(=O)[nH]c(=O)n(-c3ccccc3)c2[nH]1,105.8,3.3
Cc1ccc(NC(=O)C2C3C4CCC(C4)C23)cc1 (stereo unspecified),·,-13.5
CCOC(=O)c1[nH]c2ccc(OCC)cc2c1NC(=O)CN1CCC2(CC1)OCCO2,60.9,7.9
Cc1cc(Cl)ccc1NC(=O)CSc1nnc(-c2ccncc2)n1Cc1ccco1,·,5.3
CCOC(=O)C1=NN(C(=O)Cc2ccccc2)C(O)(c2ccc(Cl)cc2)C1 (stereo unspecified),·,-3.7
O=c1/c(=C/c2cccc([N+](=O)[O-])c2)sc2nnc(-c3ccccc3)n12,·,-1.7
O=C(Nc1nc2n(n1)C(c1ccccc1)CC(c1ccc(Cl)cc1)N2)c1ccco1 (stereo unspecified),183.7,-13.3
O=C(O)c1ccc2c(c1)c1c(n2Cc2ccccc2)CCS(=O)(=O)C1,·,21.6
O=C(c1cccc(Cl)c1Cl)N1CCN(c2ccc([N+](=O)[O-])cc2)CC1,·,-3.1
O=C(OC(C(=O)c1ccccc1)c1ccccc1)c1ccc(Br)c([N+](=O)[O-])c1 (stereo unspecified),74.0,·
COC(=O)c1c(NC(=O)CSc2nncs2)sc2c1CCCCC2,62.4,1.8
O=C(NCCn1cccc1)c1cccc2ccccc12,99.6,10.0
CS(=O)(=O)NCCCCNc1ccc(C(F)(F)F)cc1[N+](=O)[O-],·,-2.5
N/C(=N\OC(=O)c1cccc(Br)c1)c1ccc(Cl)cc1,·,-0.5
COC(=O)c1c(C)oc2ccc(OCc3cccc(Cl)c3)cc12,·,-7.5
C/C(=C\c1ccco1)C1C(C#N)=C(N)Oc2n[nH]c(-c3ccccc3)c21 (stereo unspecified),·,-8.0
CCCCCN(C(=O)NC(=O)NCCCC)S(C)(=O)=O,100.4,2.6
O=C(c1ccc(C#Cc2ccccc2)cc1)N1CCN(c2ccccn2)CC1,·,6.3
Cc1cccc2c(C(=O)O)cc(-c3ccccc3)nc12,77.7,·
COc1cccc2cc(-c3nc(-c4ccc(Cl)cc4Cl)cs3)c(=O)oc12,·,3.0
Cc1cccc(C)c1NC(=O)COc1ccc(Cl)cc1Cl,·,12.4
O=C(N/N=C/c1ccc(O)c(O)c1)c1cccc(F)c1,·,6.8
CS(=O)(=O)N(CC(=O)N1CCCC1)c1cccc(Cl)c1,97.2,6.9&-11.0
O=C(COc1ccc2c(c1)OCO2)Nc1ccc2c(c1)oc1ccccc12,·,-2.5
CCCOC(=O)c1ccc(NC(=O)c2cccc([N+](=O)[O-])c2)cc1,·,17.9
O=C1CC(c2ccc(OC(F)(F)F)cc2)c2ccc3ccccc3c2N1 (stereo unspecified),87.5,0.5
CCn1c(SCC(=O)N2CCN(c3ccc(Cl)cc3)CC2)nc2ccccc2c1=O,118.3,-8.7
COc1ccccc1CC(=O)Nc1nccs1,·,3.4
COc1ccc(/C=C/C(=O)NC(=S)NCc2ccccc2)cc1OC,·,9.4
CCOC(=O)N1CCC(NC(=O)c2cc3cc4cc(OC)ccc4nc3o2)CC1,221.1,1.1
CN(C)CCNC(=O)NC1CCCCC1,93.6,5.3
COc1ccccc1C(=O)Oc1ccc(N2C(=O)CCC2=O)cc1,114.6,6.2
COc1cc(OC)c(/C=C2\C(=O)NC(=S)N(c3ccc(C)cc3)C2=O)cc1Br,·,3.5
O=C(CSc1ccc2nnc(-c3ccccn3)n2n1)NCC1CCCO1 (stereo unspecified),90.8,5.9
c1ccc(Oc2cccc(CN3CCN(C4CCCC4)CC3)c2)cc1,·,3.4
COC(=O)[C@H](C)NC(=O)NCc1ccccc1F,95.6,2.2
CC(=O)c1c(C)n(C)c2ccc(OC(=O)c3cccc(Br)c3)cc12,95.3,·
COc1cc(C2NC(=O)N(C)C(C)=C2C(=O)OCc2ccccc2)cc(Br)c1O (stereo unspecified),·,-8.9
COc1ccc(Cl)cc1NC(=O)CSc1ncnc2c1oc1ccccc12,64.7,·
CC(=O)Nc1ccc(S(=O)(=O)N(C)S(=O)(=O)c2ccc(F)cc2)cc1,82.6,-3.7
COc1cc(C(=O)Nc2cc(C(F)(F)F)ccc2Cl)cc(OC)c1OC,·,8.4
CC(=O)c1cnc2nc(C)nn2c1C,86.3,7.6
CCOc1ccc(S(=O)(=O)NCCCN2CCOCC2)c2ccccc12,90.1,-1.4
CCOc1ccccc1Nc1nnc(SCC(=O)Nc2cc(C)on2)s1,105.1,12.2
O=C(Nc1ccc2nc3c4ccccc4c4ccccc4c3nc2c1)N1CCOCC1,·,-2.0
CCNC(=O)N1CCN(CCCC(c2ccc(F)cc2)c2ccc(F)cc2)CC1,92.6,·
CNc1ccc(C(O)(C(F)(F)F)C(F)(F)F)cc1C(O)(C(F)(F)F)C(F)(F)F,66.6,8.6
NC(=O)CSc1nnc(-c2cc3ccccc3o2)n1Cc1ccccc1,73.3,9.3
CCOC(=O)C(C)Sc1nnc(Cc2cc(=O)[nH]c(=O)[nH]2)n1-c1cccc(OC)c1 (stereo unspecified),90.8,2.8
Cc1cc(C)nc(N2CCCC(C(=O)NCCc3ccc(F)cc3)C2)n1 (stereo unspecified),90.6,14.3
Cc1ccc(OCc2nnc(NC(=O)c3ccco3)s2)c(C)c1,63.1,8.3
CCOc1ccc(-n2c3nc4ccccc4nc3c3c(=O)n(Cc4ccco4)cnc32)cc1,163.5,6.0

# Individual results from the list:
# Value for `O=C(Nc1ccc2nc3c4ccccc4c4ccccc4c3nc2c1)N1CCOCC1` under HePTP inhibitor: -2.0
# Value for `CCOc1ccc(-n2c3nc4ccccc4nc3c3c(=O)n(Cc4ccco4)cnc32)cc1` under HePTP inhibitor: 6.0
# Value for `COc1cc(C(=O)Nc2cc(C(F)(F)F)ccc2Cl)cc(OC)c1OC` under HePTP inhibitor: 8.4

# Other entries follow:
SMILES,BAP1 inh,HePTP inhibitor
COc1ccc(NC(=O)CCNC(=O)Cn2cnc3ccccc3c2=O)c(OC)c1,105.7,1.7
CC1=C(C(=O)Nc2cc(Cl)ccc2C)C(c2ccccc2Cl)NC(=O)N1 (stereo unspecified),·,-4.6
COc1cc(NC(=O)c2cccc(F)c2)c(OC)cc1NC(C)=O,·,0.7
CCOc1ccc(-c2[nH]ncc2Oc2ccccc2OCC)c(O)c1,99.7,-3.3
Cc1ccccc1OCC(=O)NCc1ccncc1,70.1,-9.6
Cc1ccccc1Cn1nc(C)c(NC(=O)c2cc(-c3cccs3)on2)c1C,95.5,-10.4
COc1ccc(N=c2oc3ccccc3cc2C(=O)Nc2ccccc2F)cc1,80.5,·
Nc1cc(N)nc(SCc2cccnc2)n1,115.4,6.6
CCC1=NN2C(=N)/C(=C/c3ccc(-c4ccc(C)c(Cl)c4)o3)C(=O)N=C2S1,·,9.0
CCOC(=O)C1=C(C)N=c2s/c(=C\c3ccc(C(=O)O)cc3)c(=O)n2C1c1ccc(OC)c(OC)c1 (stereo unspecified),·,6.9
COc1ccc(N2CCN(c3nc(NCCc4ccc(OC)c(OC)c4)nc(OC)n3)CC2)cc1,140.5,14.0
O=C(NCCCC(=O)N1CCOCC1)c1cccnc1,96.5,4.5
Cc1ccc(NC(=O)c2ccc3ccccc3n2)cc1,·,-12.4
CCNc1nc2nonc2nc1NCC,103.6,-0.1
CCOC(=O)C1CCN(C(=O)c2cnn3c(C)cc(C)nc23)CC1,98.4,0.9
C=CCn1c(SCc2ccccc2C#N)nnc1-c1ccccc1O,104.5,6.5
O=C(CSc1nc2ccccc2n1CC(=O)N1CCCC1)Nc1nccs1,106.1,-3.6
COc1ccc(S(=O)(=O)NCCC(=O)NCc2cccs2)cc1,76.8,4.1
CC(=O)N/N=C/c1c[nH]c2ccccc12,·,5.3
CCn1c(=O)cc(SCC(=O)N2CCN(C(=O)c3ccco3)CC2)c2ccccc21,97.5,1.8
CC(=O)Nc1nc(C)c(Cc2ccccc2)c(=O)[nH]1,110.2,8.1
CCCCCn1c(S(=O)(=O)O)nc2ccccc21,93.6,9.7
OC(CN1CCN(Cc2ccccc2)CC1)Cn1c2ccccc2c2ccccc21 (stereo unspecified),·,-1.4
CCOc1cc(OCC)cc(C(=O)Nc2ccc(N3CCOCC3)cc2)c1,·,-1.3
CCC(CC)C(=O)NCc1ccccc1Cl,119.2,10.5
O=C(c1cccs1)n1nc(-c2ccccc2)nc1NCc1ccco1,462.6,8.1
O=C(CN1CCN(S(=O)(=O)c2ccc(Cl)cc2)CC1)Nc1ccc2c(c1)OCCO2,92.2,1.1
COc1ccc(OC)c(/C=C2/SC(=O)N(CNc3ccc(Br)cc3C)C2=O)c1,·,3.6
Cc1ccc(OCC(=O)Nc2ccccc2O)c(C)c1,·,4.4
CC(=O)C1=C(O)C(=O)N(CCCCCC(=O)O)C1c1ccc(N(C)C)cc1 (stereo unspecified),105.6,8.1
Cc1ccc(-c2nnc(SCC(=O)Nc3ccccc3F)o2)cc1,88.4,4.1
CCOC(=O)N1CCN(S(=O)(=O)/C=C/c2ccccc2)CC1,97.3,-2.3
CCc1nc2ccccc2c(=O)n1CCCCn1c(CC)nc2ccccc2c1=O,109.0,3.8
COc1ccc(N(CC(=O)NC(C)c2ccccc2)S(C)(=O)=O)cc1 (stereo unspecified),·,7.0
Cc1nc2ccc(S(=O)(=O)NC(C(=O)NCc3cccs3)C(C)C)cc2s1 (stereo unspecified),86.7,-0.3
